Bioassay records (PubChem BioAssay)
RAD52 inh: blocks human RAD52 DNA annealing. inhibition, % at 18.7 µM. recombinant RAD52 DNA annealing, FRET fluorescence. hit rate 0.46% among 360,000;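 active = every replicate showing at least 50% inhibition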
E-sel inducer: E-selectin induction on HUVECs. P16581. HUVEC E-selectin immunofluorescence imaging; normalized: neutral wells 0, TNF-alpha wells 100. activation, % at 7.58 µM. hit rate 0.37% among 260,000. AID 686992;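 active = mean E-selectin-positive cell signal at least 10% of the positive control, reached in at least 60% of replicates, without over 20% cell loss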;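 also: in these data hits start at about 27%; measured in HUVEC primary endothelial cells; signal is the percent of cells scored E-selectin positive by PE staining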
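Read-out basis: % PE-positive cells; Test system: HUVEC primary endothelial cells; Technique: immunofluorescence imaging; Dosing: single-point compound dose.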
ERAP1 inh: blocks human ERAP1 aminopeptidase activity; Q9NZ08; recombinant ERAP1, Leu-AMC fluorescence, 60 min; inhibition, % at 10.7 µM; hit rate 0.15% among 340,000; AID 652197;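 active = mean replicate inhibition of at least 30%, or all replicates individually reaching that 30% level; inactive = mean below 30% and not every replicate reaching it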;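 also: 0% = neutral control wells and 100% = L-leucinethiol positive control wells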
RAD54 inh: blocks human RAD54 Holliday junction branch migration; Q92698; AID 602329; inhibition, % at 10.4 µM; FAM/BHQ fluorescence; hit rate 0.14% among 360,000;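 active = mean normalized replicate activity at least 40 and at least half of replicates scoring 40 or more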;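 also: 0% = median of neutral control wells and 100% = median of positive control wells; inhibitors cause a drop in the FAM fluorescence signal; in these data hits start at about 50%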
Target sequence (Q92698 whole entry, looked up): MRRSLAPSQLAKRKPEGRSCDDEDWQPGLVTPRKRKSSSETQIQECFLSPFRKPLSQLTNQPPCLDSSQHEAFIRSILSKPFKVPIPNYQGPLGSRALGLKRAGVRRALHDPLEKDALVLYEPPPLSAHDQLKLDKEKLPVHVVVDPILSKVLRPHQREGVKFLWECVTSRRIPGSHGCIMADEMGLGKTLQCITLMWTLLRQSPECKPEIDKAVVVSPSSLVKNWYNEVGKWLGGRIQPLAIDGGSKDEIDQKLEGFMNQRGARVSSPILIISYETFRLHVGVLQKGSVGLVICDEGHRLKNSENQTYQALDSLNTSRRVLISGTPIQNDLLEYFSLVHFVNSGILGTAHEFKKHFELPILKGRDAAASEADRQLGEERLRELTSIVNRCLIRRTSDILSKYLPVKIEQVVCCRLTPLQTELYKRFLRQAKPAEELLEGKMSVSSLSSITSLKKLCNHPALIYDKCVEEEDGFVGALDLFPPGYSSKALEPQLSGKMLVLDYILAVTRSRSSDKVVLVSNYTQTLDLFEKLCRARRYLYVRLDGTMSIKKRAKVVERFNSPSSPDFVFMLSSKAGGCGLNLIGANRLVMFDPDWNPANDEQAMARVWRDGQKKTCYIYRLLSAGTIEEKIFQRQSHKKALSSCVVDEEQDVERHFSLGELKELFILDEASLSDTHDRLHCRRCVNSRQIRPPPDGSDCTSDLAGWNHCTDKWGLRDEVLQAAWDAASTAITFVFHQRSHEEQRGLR
Cneo AK release: causes C. neoformans cell lysis | adenylate kinase release luminescence, 4 h; normalised: neutral wells 0, clomiphene wells 100 | lysis activity, % at 15 µM | hit rate 0.2% among 360,000 | AID 651654;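 active = mean lysis activity across replicates of at least 80%, whatever share of replicates individually reach that level; inactive = mean lysis activity below 80%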
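Assay system: log-phase C. neoformans yeast / Quantity: yeast cell density of 5 × 10^6 cells/mL / Medium: fresh YPD growth medium / Compound: single dose / Timing: static 4 h at 37 °C with compound, 1 h detection / Measured by: adenylate kinase release luminescence / Read-out: lysis from increased AK signal / Benchmarks: Clomiphene as positive lysis control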
PglD inh: blocks C. jejuni PglD acetyltransferase activity; purified PglD enzyme, DTNB colorimetric CoA detection; inhibition, % at 12.5 µM; hit rate 0.098% among 360,000; AID 602405; in the data active = inhibition above about 16%, passing the limit was not always enough; also: strong numbers were not always called active
PGC1a acetyl inh: modulators of PGC1a acetylation | hit rate 0.17% among 350,000 | U2OS PGC1a acetylation, AlphaScreen anti-acetyl-lysine; with virally co-expressed GCN5 acetyltransferase | inhibition, % at 15.6 µM;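 active = every replicate shows inhibition of at least 40%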;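 also: 0% = neutral control wells and 100% = positive control wells; some results beyond the cut were filed as inactive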
miR-122 sensor: miR-122 inhibition in Huh7 cells | Huh7 miR-122 Renilla luciferase sensor, 48 h; neutral wells = 0, positive control = 100 | activation (reporter increase), % at 12.5 µM | hit rate 0.3% among 340,000;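 active = mean replicate activation score at least 90 and every replicate individually at or above 90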;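 also: higher luciferase means less miR-122 activity so hits act as miR-122 inhibitors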
An asterisk follows results filed as active; i = inactive; · = no result given; [ ] = another dose, or the depositor's remark.

The first five records, ahead of the listing:
SMILES	RAD52 inh	E-sel inducer	ERAP1 inh	RAD54 inh	Cneo AK release	PglD inh	PGC1a acetyl inh	miR-122 sensor
OC(COc1ccc2c(c1)OCO2)CN1CCN(c2ccc(F)cc2)CC1 (stereo not drawn)	3	·	-3	-2	0	-2	·	-4
CN(CC(=O)Nc1ccc(F)c(Cl)c1)S(=O)(=O)c1ccc2c(c1)n(C)c(=O)c(=O)n2C	-11	·	-1	0	-2	1	·	·
Cc1cc(NC(=O)CSCC(=O)Nc2cc(C(F)(F)F)ccc2N2CCCCC2)no1	4	-1.9	1	5	2	-1	5	·
COc1ccccc1S(=O)(=O)N[C@H]1C=C[C@H](CC(=O)N2CCCCC2)O[C@@H]1CO	11	-0.1	3	-7	20	16	0	·
O=S(=O)(Cc1nnnn1-c1ccc(Br)cc1)c1ccccc1	-3	-0.2	1	-13	0	0	1	·

Main list, from the start:
SMILES	RAD52 inh	E-sel inducer	ERAP1 inh	RAD54 inh	Cneo AK release	PglD inh	PGC1a acetyl inh	miR-122 sensor
OC(COc1ccc2c(c1)OCO2)CN1CCN(c2ccc(F)cc2)CC1 (stereo not drawn)	3	·	-3	-2	0	-2	·	-4
CN(CC(=O)Nc1ccc(F)c(Cl)c1)S(=O)(=O)c1ccc2c(c1)n(C)c(=O)c(=O)n2C	-11	·	-1	0	-2	1	·	·
Cc1cc(NC(=O)CSCC(=O)Nc2cc(C(F)(F)F)ccc2N2CCCCC2)no1	4	-1.9	1	5	2	-1	5	·
COc1ccccc1S(=O)(=O)N[C@H]1C=C[C@H](CC(=O)N2CCCCC2)O[C@@H]1CO	11	-0.1	3	-7	20	16	0	·
O=S(=O)(Cc1nnnn1-c1ccc(Br)cc1)c1ccccc1	-3	-0.2	1	-13	0	0	1	·
O=C(c1ccc(OC2CCN(CCc3ccccc3)CC2)cc1)N1CCCC1	-5	-0.3	1	11	0	6	5	-3
Cc1ccccc1NC(=O)c1cnn(-c2ccccc2)c1C	0	·	5	1	-1	-2	10	-3
N=C1/C(=C/c2ccc(Br)o2)C(=O)N=C2SC(CC(=O)N3CCCC3)=NN12	-44	·	2	-12	-2	3	3	-7
CN(C)CCCNC(=O)C[C@H]1CC[C@H](NC(=O)c2ccccc2F)[C@H](CO)O1	1	-0.4	1	4	-5	1	-2	·
COc1cc(OC)cc(C(=O)NC(C(=O)NCc2ccccn2)C(C)C)c1 (stereo not drawn)	-16	0.5	-3	-5	2	-8	-5	4
O=C(c1ccco1)c1nc2c(n1O)CCCCC2	·	·	·	-4	1	0	0	-3
CN1C(C)(C)CC(=NOC(=O)c2ccccc2)CC1(C)C	·	·	·	-13	-6	-1	3	-5

Profiles, quoted from the list. Values in the order: RAD52 inh	E-sel inducer	ERAP1 inh	RAD54 inh	Cneo AK release	PglD inh	PGC1a acetyl inh	miR-122 sensor
CN(C)CCCNC(=O)C[C@H]1CC[C@H](NC(=O)c2ccccc2F)[C@H](CO)O1 reads 1	-0.4	1	4	-5	1	-2	·
CN1C(C)(C)CC(=NOC(=O)c2ccccc2)CC1(C)C reads ·	·	·	-13	-6	-1	3	-5

Carrying on:
SMILES	RAD52 inh	E-sel inducer	ERAP1 inh	RAD54 inh	Cneo AK release	PglD inh	PGC1a acetyl inh	miR-122 sensor
COc1ccc(F)cc1S(=O)(=O)N1CCN(Cc2ccc3c(c2)OCO3)CC1	·	·	·	-8	-5	1	0	-6
O=C(CCNS(=O)(=O)c1ccccc1C(F)(F)F)Nc1ccncc1	1	-1.7	1	4	1	2	·	·
Cc1sc2nc(SCC(=O)Nc3cccc(C(=O)O)c3)[nH]c(=O)c2c1C	-10	-0.1	1	-5	3	-1	·	4
CCN(CC(=O)Nc1c(F)cccc1F)C(=O)c1ccc(OCc2c(C)noc2C)cc1	-11	-2.0	-1	-4	-1	1	-4	-3
COc1ccc(/C=N/N(C)C2=NS(=O)(=O)c3ccccc32)cc1OC	-12	-0.3	-8	-14	0	3	9	4
Cc1noc(C)c1NC(=O)N(C)C[C@H]1OCCCC[C@@H](C)Oc2ccc(NC(=O)c3ccccc3)cc2C(=O)N([C@@H](C)CO)C[C@H]1C	-1	0.7	1	-7	-25	0	-1	5[16.7 µM]
CC(=O)Nc1cc2oc3ccccc3c2cc1[N+](=O)[O-]	-16	-0.1	-2	-10	2	-1	-6	2
Cc1sc2c(c1C)CN(Cc1ccncc1)CN2C(=O)c1ccco1	·	·	·	1	-7	6	-4	3
CC(C)(C)NS(=O)(=O)c1cc2c3c(c1)CCN3C(=O)CC2	2	-0.1	-1	3	-1	-3	5	-3
ON1C(c2ccc(Cl)cc2Cl)N(O)[C@H]2CCCC[C@H]21 (stereo partly drawn)	-11	·	3	-2	17	1	·	·
CC(C)NC(=O)C(c1ccc(F)cc1)N(Cc1ccco1)C(=O)CCC(=O)Nc1ccccn1 (stereo not drawn)	-16	·	-1	-6	0	-4	1	-2
COc1ccc(S(=O)(=O)N2CCCCC2)cc1NC(=O)Cn1c(=O)cnc2ccccc21	-10	0.0	0	4	0	3	-4	-5
CC(SCCc1ccccn1)C(=O)O (stereo not drawn)	·	·	·	-8	-1	2	-3	7
Cc1onc(-c2ccccc2Cl)c1C(=O)N1CCN(c2cccc(Cl)c2)CC1	-13	0.4	-4	1	1	-2	4	5
C[C@@H]1CN([C@@H](C)CO)C(=O)c2cc(-c3cccnc3)cnc2O[C@@H]1CN(C)C	0	0.3	5	1	-1	0	2	4[16.7 µM]
O=C(O)C[C@H]1C[C@H]2c3cc(NC(=O)Nc4ccccc4F)ccc3O[C@H]2[C@H](CO)O1	9	0.7	0	-3	-3	2	-6	1[16.7 µM]
CN(C)CCCNC(=O)C[C@H]1CC[C@H]2[C@@H](COC[C@H](O)CN2C(=O)c2ccncc2)O1	10	-0.1	-4	-3	55	4	3	10[16.7 µM]
COC(=O)c1cc(=O)n(-c2ccc(C(F)(F)F)cc2)[nH]1	-10	0.1	1	5	-1	-2	0	·
C=CCN(C(=O)c1csnn1)C(C(=O)NC1CCCCC1)c1ccccc1 (stereo not drawn)	-16	31*	-5	2	0	-2	4	1
CCn1c(=O)c2cc(C(=O)NCC(OC)OC)sc2c2ccccc21	-9	66*	-1	-6	1	7	-6	-10
COc1ccc(S(=O)(=O)N2CCC(C(=O)N3CCN(c4ccccc4OC)CC3)CC2)cc1	·	·	·	5	-3	-4	-9	2
Cc1ccc([C@H]2N[C@]3(CCCN(Cc4cccn4C)C3=O)[C@H]3C(=O)N(Cc4ccccc4)C(=O)[C@@H]23)cc1	-63	0.8	-4	0	0	2	·	-9
Cc1ccc(NC(=O)C2CCN(S(=O)(=O)c3c(C)noc3/C=C/N(C)C)CC2)cc1	-78	·	2	1	-2	-2	10	·
CC(=O)N(C)c1nc(-c2ccc(Cl)cc2)cs1	·	·	·	-7	-4	-1	-3	-1
Cc1c(CN2CCC(n3nccc3NC(=O)CCc3ccccc3)CC2)cnn1C	1	2.5	1	12	2	2	·	·
CCOC(=O)/C(=N\Nc1cc(Cl)ccc1Cl)N1CC(C)OC(C)C1 (stereo not drawn)	-10	1.6	-3	·	·	·	·	-3
COc1ccc2[nH]c(=O)c(CN(C(=O)C3CCCO3)c3ccc(C)cc3)cc2c1 (stereo not drawn)	·	·	·	-3	2	1	8	4
O=C(C[C@H]1C[C@@H]2c3cc(NC(=O)Nc4ccccc4)ccc3O[C@@H]2[C@@H](CO)O1)NCC1CC1	-6	·	-6	8	0	8	1	-2
C=CCn1c(SCc2ccccc2)nc2c1c(=O)[nH]c(=O)n2C	-7	0.3	3	1	-1	3	17	-5
COc1ccc(C2CC(=O)Oc3cc(C)c(Cl)c(C)c32)cc1 (stereo not drawn)	-1	1.1	·	5	-1	2	8	-6
CCc1ccc(N2C(=O)C3C(C2=O)N2CCCN2C3c2ccccc2)cc1 (stereo not drawn)	-35	·	2	-1	8	-11	4	·
CC(C)(C)c1ccccc1NC(=S)NC1CCCCC1	-8	0.1	8	-6	37	-1	-2	10
Cc1ccc(C(=O)OCC(=O)Nc2ccc(N(C)C)cc2)cc1NC(=O)c1ccco1	·	·	·	4	-1	1	1	-2
O=C(N[C@@H]1CC[C@H](CCn2cc(C3(O)CCCC3)nn2)O[C@H]1CO)c1ccccc1F	3	0.2	0	1	1	0	-11	13[16.7 µM]
Cc1ccc(C(=O)N(C)CCOc2ccccc2)cc1S(=O)(=O)N1CCOCC1	-11	5.8	1	9	4	-3	-8	3
c1ccc(Oc2cccc(NC3=NCCC3)c2)cc1	·	·	·	-2	1	1	2	1
COc1ccc(NC(=O)c2cc(S(=O)(=O)N3CCOCC3)ccc2N2CCOCC2)cc1	1	-0.4	4	0	0	-1	·	-11
COc1ccc([C@H]2CC(=O)C=C(c3ccccc3Oc3ccccc3)C2)cc1	-3	-0.1	·	-1	1	-8	·	·
O=c1c(-c2cccc3ccccc23)[n+]([O-])c2ccccc2n1O	·	-1.0	·	-1	0	2	-4	-7
CN(C)CCCN(C(=O)c1ccc(S(=O)(=O)N(C)C2CCCCC2)cc1)c1nc2ccc(F)cc2s1	31	·	1	3	14	2	-4	-20
CCN1CCN(C(=O)c2nn(-c3ccccc3)c(=O)c3ccccc23)CC1	·	·	·	-9	-1	4	5	-5
COc1ccc(-c2ccc(=O)n(Cc3ccccc3)n2)cc1	-10	·	1	-1	-3	-1	-14	-8
O=C(COC(=O)c1ccccc1Oc1ccccc1)NC1CCS(=O)(=O)C1 (stereo not drawn)	·	·	·	-6	-13	-5	3	-6
COc1ccccc1-c1nc(S(=O)(=O)c2ccc(Cl)cc2)c(N(C)C)o1	·	·	·	1	0	-2	-2	-5
Cc1cc(-c2n[nH]c(=S)n2Cc2ccco2)nn1C	-15	1.4	3	3	2	4	-3	3
Cc1cc(C)cc(N(C(=O)C2CCCC2)C2C=CS(=O)(=O)C2)c1 (stereo not drawn)	-4	·	-2	4	0	4	0	0
O=C(Nc1ccc(F)cc1)N[C@@H]1CC[C@@H](CCn2cc(C3(O)CCCC3)nn2)O[C@@H]1CO	-14	0.9	2	-4	1	2	-5	·
COC(=O)C1Sc2[nH]c(=O)sc2C2c3ccccc3OC(=O)C12 (stereo not drawn)	·	·	·	-2	0	-5	11	-24
Cn1nccc1C(=O)N1CCN(c2cccc(C(F)(F)F)c2)CC1	-17	-0.4	-4	-6	0	3	-9	·
Cc1nccn1CC(O)COc1ccc(Cl)cc1Cl (stereo not drawn)	0	·	-2	5	0	-5	0	5
CC1=CC(=O)C(C(C)C)=C/C1=N\OC(=O)c1cccc2nc(C)oc12	-16	·	-1	-10	-2	-6	6	-7
C=CCc1cccc2cc(C(=O)N3CCN(C(=O)c4ccccc4)CC3)c(=O)oc12	-7	·	2	-11	2	3	·	-5
C[C@H](CO)N1C[C@H](C)[C@@H](CN(C)S(C)(=O)=O)Oc2ccc(NC(=O)Cn3cnnn3)cc2CC1=O	·	-12	·	-7	-2	-3	-1	2[16.7 µM]
Cc1ccc(CNC(=O)c2c(C)cc(=O)oc2C)cc1	·	·	·	-2	-1	-13	-5	-5
COc1cc(/C=N/N2C(=O)CSC2=S)cc(Br)c1O	i	-2.2	6	-162	0	-3	-4	-1
O=C(COC(=O)CNS(=O)(=O)c1ccc(Br)cc1Cl)NCCc1ccccc1	-4	1.7	-1	4	-1	2	·	3
C[C@H]1CN([C@@H](C)CO)S(=O)(=O)c2ccc(C#Cc3cccnc3)cc2O[C@H]1CN(C)C(=O)C1CC1	-10	-0.2	5	4	1	0	18	7[16.7 µM]
COc1cc2nc(Nc3ccc(C)c(Cl)c3)nc(N)c2cc1OC	73*	0.0	8	-4	-1	5	·	·
CCOC(=O)Cn1c(=O)oc2cc(S(=O)(=O)N3CCN(c4ccccn4)CC3)ccc21	-11	-0.9	-1	-13	-2	·	3	-5
